High-throughput results (PubChem)
M. tuberculosis = growth inhibition of non-replicating M. tuberculosis (AID 488890); Mycobacterium tuberculosis non-replicating, growth inhibition; higher % means a stronger effect; inhibition, % at 25 µM; hits with a dose series show IC50 in µM; actives 0.39% (n = 320,000); in the data active = a potency from the dose series; inconclusive = inhibition mostly from about 82% at the one dose, without a potency; inactive = the rest, 99 in 100 with inhibition below about 76%;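 note: plate controls were DMSO cells for no effect and high antibiotic wells for full effect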
Salmonella PhoP GFP = PhoP regulon inhibitors, Salmonella typhi PhoP promoter GFP reporter, confirmatory (AID 1850); Salmonella Typhi PhoP-promoter GFP reporter, fluorescence, 4 h; higher % means a stronger effect; inhibition, % at 50 µM, or IC50 in µM where a hit was titrated; actives 0.33% (n = 310,000); in the data active = a potency from the dose series; inconclusive = inhibition mostly from about 25% at the one dose, without a potency; inactive = the rest, 99 in 100 with inhibition below about 19%;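 note: 0% = induced wells with vehicle and 100% = uninduced wells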
H37Rv inhibition = M. tuberculosis growth inhibition, HTS (AID 449762); M. tuberculosis H37Rv growth inhibition, 7H9 media; higher % means a stronger effect; inhibition, % at 25 µM, or IC50 in µM where a hit was titrated; actives 0.59% (n = 330,000); in the data active = a potency from the dose series; inconclusive = inhibition above about 70% without an active follow-up result;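 note: bacterial growth assessed after seven days of incubation; strong numbers were not always called active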
influenza NS1A = H1N1 influenza NS1A inhibitors, functional cell based assay (AID 504329) | actives 0.3% (n = 340,000) | one-dose inhibition, % at 12.5 µM; IC50 in µM for titrated hits | NS1A functional cell-based assay, percent inhibition; higher % means a stronger effect; in the data active = a potency from the dose series; inconclusive = inhibition above about 27% without an active follow-up result; note: strong numbers were not always called active
inhibitors of VEEV = inhibitors of VEEV TC-83 cytopathic effect, confirmation, Vero cells (AID 588727) | Vero cells, VEEV TC-83 cytopathic effect inhibition; higher % means a stronger effect | inhibition, % at 20 µM; hits with a dose series show IC50 in µM | actives 0.13% (n = 350,000); in the data active = a potency from the dose series; inconclusive = inhibition mostly from about 14% at the one dose, without a potency; inactive = the rest, 99 in 100 with inhibition below about 12%; note: strong numbers were not always called active
inhibitors of VEEV 10K pilot screen = second read-out of inhibitors of VEEV, no call of its own (marks repeat the call); inhibition, %; measured here: 10K pilot screen inhibition
Starred values were filed as active, the others as inactive; i = inactive; u = inconclusive; x = no result given; & = joins results of further samples.

SMILES	M. tuberculosis	Salmonella PhoP GFP	H37Rv inhibition	influenza NS1A	inhibitors of VEEV	others
O=C(/C=C/c1ccc2ccccc2n1)c1cc(Cl)ccc1O	53%	-10%	7%	4%	1.4%
CC1CCC(NC(=O)Cn2ncc3ccccc32)CC1 (configuration not stated)	9%	-14%	-6%	4%	i
CN(C)c1ccc(-c2nc3ccccn3c2/N=C/c2ccc(Br)cc2)cc1	61%	7%	12%	28%	i
CCC(C)NC(=O)CO/N=C/c1ccc(C(=O)OC)cc1 (configuration not stated)	8%	-1%	-1%	-1%	i
COc1ccc(/C=C2\SC(=O)N(CC(=O)NN3CCN(C)CC3)C2=O)cc1OC	7%	19%	-16%	0%	0.7%
Cc1ccc(NC(=O)CCn2cnc3ccccc3c2=O)c(C)c1	-3%	-16%	3%	2%	0.9%
CCOC(=O)c1c(NC(=O)CSc2nnc(N)s2)sc(C)c1-c1ccc(C)cc1	3%	-7%	64%	7%	0.1%
CCCOc1cccc(-c2nnc(N)s2)c1	10%	-3%	5%	2%	0.9%
CC(C)(C)NC(=O)CN1CCC(NC(=O)C23CC4CC(CC(C4)C2)C3)CC1	8%	-11%	1%	0%	1.2%
Cc1cccc(CN2CCN(Cc3ccc(-n4cccn4)cc3)CC2CCO)n1 (configuration not stated)	8%	6%	-4%	-1%	3.1%
O=c1cc(N2CCOCC2)[nH]c(=O)n1Cc1ccc(F)cc1	-5%	2%	-4%	-6%	0.6%
COc1ccc(S(=O)(=O)N2CCN(C(=S)NCC3CCCO3)CC2)cc1OC (configuration not stated)	0%	-6%	-2%	-13%	3.1%
CCCCCCCNC(=O)c1ccc(N2CCC3(CC2)OCCO3)c([N+](=O)[O-])c1	75%	-6%	38µM*	2%	2.7%
Cc1cccc2nc(-c3cccnc3)c(NCCC(C)C)n12	i	2%	-2%	7%	i
O=S(=O)(c1ccc2c(c1)CCC2)N1CCNCC1	x	x	x	-13%	0.5%
Cc1ccc2c(C(=O)CNc3nncs3)c(C)[nH]c2c1	-7%	-13%	2%	-2%	0.6%
CCOC(=O)C(C)Sc1nnc(Cn2c(=O)sc3ccccc32)n1-c1ccccc1 (configuration not stated)	-24%	-1%	-3%	13%	0.1%
CC(OC(=O)Cc1ccccc1F)C(=O)Nc1ccc(Cl)cn1 (configuration not stated)	x	x	x	-6%	1.0%
COc1cccc2c1N1C(=O)c3c(C(=O)O)cccc3C1CC2(C)C (configuration not stated)	x	x	x	-14%	i	inhibitors of VEEV 10K pilot screen=0.3
O=C(Nc1cccnc1Oc1ncnc2cc(Cl)ccc12)c1ccc(F)cc1	-12%	4%	-16%	x	x
COc1ccc(Cc2cc(-c3ccc(F)cc3)n[nH]c2=O)cc1	24%	5%	10%	x	1.4%
CCCCCOC(=O)Nc1nnc(CCC)s1	7%	-3%	-10%	1%	0.3%
COc1ccc(/C=C/c2c([N+](=O)[O-])c(=O)n(C)c(=O)n2C)cc1O	3%	-1%	-14%	0%	i
COc1ccccc1N(CC(=O)NCCc1ccccc1)C(=O)CCC(=O)Nc1ccccn1	2%	-2%	-3%	7%	2.1%
CC(C)C(=O)NC(Oc1ccccc1Cl)C(Cl)(Cl)Cl (configuration not stated)	0%	3%	3%	-4%	2.4%
CCN(C(=O)CSc1cc(-c2ccccc2)c2ccc(OC)cc2n1)C1CCS(=O)(=O)C1 (configuration not stated)	15%	12%	2%	-1%	7.9%
Cc1nnc(SCC(=O)NNC(=O)COc2ccc(Cl)cc2)n1C	-6%	3%	-1%	3%	i
CCN1CCN(c2ccc(S(=O)(=O)N3CCCCC3)cc2NC(=O)c2ccc([N+](=O)[O-])o2)CC1	i	2%	u	-1%	14%
COC(=O)c1sc(NC(=O)c2ccc3c(c2)OCO3)c(C#N)c1C	x	x	x	-6%	0.9%
CCC(=O)Nc1nnc(SCC(=O)NCc2ccc3c(c2)OCO3)s1	4%	-3%	-7%	4%	0.8%
Cc1ccc(SCC(=O)NCCc2ccccc2)cc1	u	-9%	8%	4%	0.4%
CCN1CCN(c2nc3ccccc3nc2C(C#N)C(=O)OC2CCCCC2)CC1 (configuration not stated)	x	x	x	5%	i
CC(C)Cn1c(/C=C/c2ccco2)nc2ccccc21	3%	-10%	-16%	-2%	0.7%
COCCNC(=O)c1ccc(Cn2c(=S)[nH]c3cc4c(cc3c2=O)OCO4)cc1	-5%	5%	-11%	-8%	0.7%
C=CCn1c(C)cc(C(=O)CSc2nnc(Cc3ccccc3)o2)c1C	1%	3%	-1%	-5%	4.6%
COCCCNC(=S)N(CCO)Cc1cc2cc3c(cc2[nH]c1=O)OCO3	-3%	-5%	1%	0%	i
COc1ccc(CNC(=O)c2csc3c2CCCC3)cc1	10%	x	8%	3%	2.9%
CCc1ccc(NC(=O)Cn2ncn3c(cc4ccccc43)c2=O)cc1	19%	-20%	7%	5%	0.8%
COc1ccccc1NC(=O)CCCCCN1C(=O)c2cccc3cccc(c23)C1=O	-2%	-1%	1%	-6%	4.7%
COc1ccc(Cl)cc1NC(=O)Cn1nnc(C(=O)NCc2ccc3c(c2)OCO3)c1N	-21%	3%	7%	4%	i
COc1ccc(NC(=O)CCC(=O)c2cccs2)c(OC)c1	-6%	-1%	-6%	-10%	1.4%
CCCCC(=O)OCC(=O)c1cc(C)n(-c2c(C)n(C)n(-c3ccccc3)c2=O)c1C	13%	2%	-5%	-5%	i
CCOC(=O)c1cnc(SC)nc1Oc1cccc(NS(=O)(=O)c2ccc(F)cc2)c1	-3%	-1%	1%	4%	8.2%
Cc1cccc(NC(=O)C(=O)NCC2CCCN2S(=O)(=O)c2ccccc2)c1 (configuration not stated)	29%	-3%	10%	-10%	4.1%
COCCn1cnnc1SCC(=O)Nc1ccccc1C(=O)Nc1ccc2c(c1)OCO2	12%	-4%&2%	6%	-2%	6.2%
CC1(C)C2CCC1(CS(=O)(=O)Nc1ccccc1)C(=O)C2 (configuration not stated)	-2%	-17%	-2%	-6%	1.6%
CS(=O)(=O)N1CCCC(C(=O)NCc2ccccn2)C1 (configuration not stated)	0%	-3%	-3%	2%	0.2%
COC(=O)C1=C(C(=O)OC)[C@@H]2N(C)c3ccccc3[C@@]23C[C@@H](C(=O)OC)N(C(=O)c2ccco2)C3=N1	-5%	-8%	4%	7%	0.2%

Five entries drawn at random from the list so far, as already listed:
SMILES	M. tuberculosis	Salmonella PhoP GFP	H37Rv inhibition	influenza NS1A	inhibitors of VEEV	others
COc1ccc(Cl)cc1NC(=O)Cn1nnc(C(=O)NCc2ccc3c(c2)OCO3)c1N	-21%	3%	7%	4%	i
CCCCC(=O)OCC(=O)c1cc(C)n(-c2c(C)n(C)n(-c3ccccc3)c2=O)c1C	13%	2%	-5%	-5%	i
COc1ccc(CNC(=O)c2csc3c2CCCC3)cc1	10%	x	8%	3%	2.9%
Cc1cccc(NC(=O)C(=O)NCC2CCCN2S(=O)(=O)c2ccccc2)c1 (configuration not stated)	29%	-3%	10%	-10%	4.1%
CCOC(=O)c1cnc(SC)nc1Oc1cccc(NS(=O)(=O)c2ccc(F)cc2)c1	-3%	-1%	1%	4%	8.2%

Further structures.
SMILES	M. tuberculosis	Salmonella PhoP GFP	H37Rv inhibition	influenza NS1A	inhibitors of VEEV	others
Brc1ccc(-c2nnc3ccc(N4CCN(c5ccccc5)CC4)nn23)cc1	-11%	8%	-9%	9%	0.4%
Cc1nc2cc(NS(=O)(=O)c3ccccc3)ccc2n1C	-11%	-2%	3%	4%	4.2%
Cc1nc2cc(C(F)(F)F)ccc2n1C1CCN(CC(=O)N2CCOCC2)CC1	0%	-2%	-5%	3%	2.8%
NS(=O)(=O)c1ccc(CCNC(=O)c2ccc3nccnc3c2)cc1	8%	x	2%	0%	3.2%
CC(=C/c1ccccc1)/C=N/NC(=O)CSc1nc(C)cc(C)n1	50%	4%	5%	5%	i
COc1cccc(C(=O)Nc2cccc(OC(C)=O)c2)c1	1%	13%	2%	0%	0.6%
O=C(N/N=C\c1ccccn1)C1COc2cc3ccccc3cc2O1 (configuration not stated)	u	21%	26%	-29%	6.2%
Cc1[nH]c(=O)[nH]c(=O)c1S(=O)(=O)Nc1ccc(Oc2ccccc2)cc1	11%	5%	-8%	-5%	1.1%
COc1ccc(NC(=O)C2=C(C)NC(=O)NC2c2cccs2)c(OC)c1 (configuration not stated)	6%	0%	7%	-9%	2.5%
O=c1[nH]nc(-c2ccccc2)cc1-c1ccccc1	3%	-1%	-1%	-12%	2.4%
COc1cccc(N2CCN(C(=O)c3cccn4c(=O)c5c(C)c(C)sc5nc34)CC2)c1	-3%	6%	-2%	6%	2.6%
CCCN(c1ccccc1F)S(=O)(=O)c1cc(-c2cc(C)no2)ccc1OC	14%	5%	4%	2%	2.0%

3 entries out of the list, arranged by molecular weight, ascending.
SMILES	M. tuberculosis	Salmonella PhoP GFP	H37Rv inhibition	influenza NS1A	inhibitors of VEEV	others
Cc1nc2cc(NS(=O)(=O)c3ccccc3)ccc2n1C	-11%	-2%	3%	4%	4.2%
NS(=O)(=O)c1ccc(CCNC(=O)c2ccc3nccnc3c2)cc1	8%	x	2%	0%	3.2%
Cc1[nH]c(=O)[nH]c(=O)c1S(=O)(=O)Nc1ccc(Oc2ccccc2)cc1	11%	5%	-8%	-5%	1.1%

Continuation:
SMILES	M. tuberculosis	Salmonella PhoP GFP	H37Rv inhibition	influenza NS1A	inhibitors of VEEV	others
CCCOC(=O)c1sc2nc3c(cc2c1N)C(=O)CCC3	-6%	-9%	-2%	-15%	3.2%
CC(C)c1cc(CN2CCOCC2)cc(C(C)C)c1O	8%	0%	-7%	0%	i
COc1ccc(N2CCN(C(=O)CN3C(=O)NC(c4ccc(OC)cc4)(c4ccc(OC)cc4)C3=O)CC2)cc1	44%	0%	52%	23%	3.3%
COc1ccc(N2CCN(C(=O)COC(=O)CCc3ccccc3OC)CC2)cc1	2%	5%	5%	-1%	2.4%
CCOC(=O)c1c(S(=O)(=O)NCc2ccc(OC)cc2)c(C)n(C)c1C	13%	4%	6%	0%	0.6%
N#C/C(=C\C=C\c1ccccc1)C(=O)N1CCCC1	-2%	-3%	1%	-2%	11%
CN(Cc1cccc(Cl)c1)C(=O)C1CSC2(C)CCC(=O)N12 (configuration not stated)	-11%	-6%	-19%	-7%	0.1%
COc1ccc(C(=O)CCC(=O)NCCc2c[nH]c3ccccc23)cc1OC	10%	1%	0%	-4%	0.9%
COc1cccc(-n2c(SCC(=O)N3CCOCC3)nc3c([nH]c4ccccc43)c2=O)c1	-2%	-5%	0%	6%	i
CCOC(=O)c1ccccc1NC(=O)COC(=O)CCNS(=O)(=O)c1ccccc1	2%	-8%	4%	-15%	4.1%
CCN(/N=C/c1ccc(N(C)C)cc1)c1nc2ccccc2[nH]1	x	x	x	11%	0.5%
COc1cc(C)ccc1Oc1ccc([N+](=O)[O-])cc1	x	x	x	14%	i
O=C(CCl)N1c2ccccc2SCC1c1ccccc1 (configuration not stated)	u	3%	u	-4%	u
Cc1ccc2nc(Cl)c(/C=N/n3c(C)nnc3C)cc2c1	0%	6%	1%	4%	0.5%
CCCN(Cc1nc(-c2ccc(Cl)cc2)no1)CC1CCCO1 (configuration not stated)	41%	3%	10%	-1%	i
O=C(/C=C/c1cccs1)NC(=S)NNC(=O)c1ccccc1O	59%	35µM*	39%	27%	5.7%
CCOc1ccc2[nH]c(C)c(CN3CCCCCC3)c(=O)c2c1	76%	3%	1%	-1%	0.7%
CCCc1[nH]nc2c1C(c1ccc(OC)c(Cn3nnc4ccccc43)c1)C(C#N)=C(N)O2 (configuration not stated)	25%	7%	10%	6%	1.4%
Cc1nn(-c2ccccc2)c2c1/C(=N/O)CC(C)(C)C2	6%	-3%	-3%	-4%	2.1%
O=C(Cn1nc(C(F)(F)F)c2c1CCCC2)NCc1ccco1	1%	-2%	-5%	-15%	0.9%
O=C(NCc1ccccn1)c1cc(-c2ccccc2)nc2ccccc12	48%	-7%	-7%	0%	0.8%
Cc1cccc(NC(=O)c2sc3nc(N)c(C#N)cc3c2N)c1	40%	-12%	-2%	5%	9.3%
COc1ccc(C(=O)N2CCN(c3ccc(C)cc3)CC2)cc1OC	-37%	-3%	-9%	0%	0.1%
COc1ccc(-n2c(=S)[nH]c3cc(C(=O)NCCCN4CCCC4=O)ccc3c2=O)cc1	-19%	9%	-11%	4%	3.0%
Cc1ccc(CCNC(=O)CC2Oc3ccc(C)cc3NC2=O)cc1 (configuration not stated)	4%	14%	-4%	-2%	0.4%
COC(=O)C1(C(=O)OC)Sc2ccccc2C1=O	-8%	-7%	1%	-8%	2.0%
COc1ccc(Br)cc1CN(C)CC(=O)Nc1c(Cl)ccc(C)c1Cl	1%	-5%	4%	5%	i
